High-throughput results (PubChem BioAssay)
pAkt inh = blocks phosphorylation of Akt. hit rate 0.32% among 360,000. AID 651550. activity change, % for hits at 50 µM. Neuro2A IGF-stimulated pAkt S473 HTRF, 20 min; stronger effect = lower value; in the data active means activity change below about -80%; inconclusive means mostly about -51% to -80%; further: on the % scale 0 is the no-effect control and ±100 the full control effect
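Single-point screen (50 µM final compound) in Neuro2A cells stimulated 20 min with 6 nM IGF at 37 deg C. After lysis, Ser473-phosphorylated Akt read by HTRF (ex 330 nm, em 615/665 nm) as the 665/615 ratio.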
Mm-Cpn inhibitor = blocks the Methanococcus maripaludis chaperonin Mm-Cpn | purified Mm-Cpn ATPase, ADP Transcreener TR-FRET | Potency, µM (top dose mostly 76.9 µM), for the others: at the top dose activity, negative = inhibition, hits mostly inhibitors | hit rate 0.031% among 330,000 | AID 504842; further: potency means the concentration at half of the fitted maximal effect; on the % scale 0 is the no-effect control and ±100 the full control effect; nearly all actives have a fitted effect of over 80% in size
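ATPase read-out: TR-FRET ADP immunoassay (anti-ADP Eu cryptate vs ADP-d2), ex 320 nm, em 590/665 nm; signal drops as ADP forms. Enzyme 25 nM, ATP 10 uM, 30 min at 37°C after 10 min compound preincubation.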
ATXN viability = viability counter-screen for ATXN expression inhibitors; S2 cells (HEK-293 line with an ATXN2-luciferase reporter) viability, CellTiter-Fluor protease fluorescence, 24 h; AID 651635; Potency, µM (series often up to 56.7 µM), hits mostly cytotoxic; hit rate 0.49% among 400,000; further: potency means the concentration at half of the fitted maximal effect; nearly all actives have a fitted effect of over 40% in size
A549 tox = A549 cytotoxicity, counter-screen for Nrf2 inhibitors | A549 ARE-Fluc cells, CellTiter-Fluor viability, 18-24 h | Potency, µM (highest dose often 46 µM), without a hit: top-dose activity change, negative = cytotoxicity, hits mostly inhibitors | hit rate 0.16% among 390,000 | AID 504648; further: potency means the concentration at half of the fitted maximal effect; on the % scale 0 is the no-effect control and ±100 the full control effect
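A549 ARE-Fluc cells in 5% FBS OPTI-MEM, 5000 cells/well, rested 2 h then exposed to compounds in concentration-response for 18-24 h at 37 °C. Viability by CellTiter-Fluor fluorescence (Ex 405/Em 525) after 30 min; luciferase luminescence (BugLite, 15 min, RT) read afterwards.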
TGFb SMAD3 inh = TGF-b pathway inhibition | HepG2 CAGA-GFP TGF-b/SMAD3 reporter, GFP fluorescence, 18 h; TGF-beta stimulated, 500 pg/mL final | Potency, µM (doses to about 46.1 µM), inactives show at the top dose activity, negative = inhibition, usual class: inhibitors | hit rate 1.2% among 410,000 | AID 588855; further: potency means the concentration at half of the fitted maximal effect; on the % scale 0 is the no-effect control and ±100 the full control effect; nearly all actives have a fitted effect of over 65% in size
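HEPG2 CAGA-GFP cells (1000/well, DMEM with 1% FBS) were pre-incubated 2 h at 37 degrees C, given compound by pin tool, then stimulated with TGF-beta at 500 pg/mL final for 18 h before per-cell GFP fluorescence imaging.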
CCT chaperon mod = cytosolic chaperonin activity modulation; activity change, % (concentration not given with the values), hits read low; purified chaperonin ATPase assay, HTRF ADP detection, 30 min; hit rate 0.3% among 360,000; in the data active means activity change below about -30%; further: on the % scale 0 is the no-effect control and ±100 the full control effect
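Nucleotide hydrolysis assay: TRiC at 20–40 nM final (set by batch activity) with 10 uM ATP, 30 min at 37 °C, in presence of 76 uM compound. Detection by competitive ADP HTRF, 30 min ambient.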
HepG2 viability = HepG2 cytotoxicity, counter-screen for TGF-b inhibitors; HepG2 CAGA-GFP viability, ATP luminescence, 18 h; Potency, µM (highest dose often 46.1 µM), for inactives: at the top dose activity change, negative = cytotoxicity, most hits filed as cytotoxic; hit rate 0.76% among 410,000; AID 588856; further: potency means the concentration at half of the fitted maximal effect; some results filed as inactive show a strong effect at the top dose
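CellTiter-Glo luminescence gave cytotoxicity after 18 hours at 37 degrees C. The cells were HepG2 CAGA-GFP in 1% FBS DMEM, stimulated with 500 pg/mL TGF-beta after compound addition. %Activity was normalised to no-cell wells (complete cell-killing) and DMSO (no toxicity), and curves were fitted and classified.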
Nrf2 activator = activators of Nrf2 (ARE) signaling; AREc32 ARE-luciferase reporter (MCF7-derived line), luminescence, 24 h; hit rate 0.31% among 410,000; Potency, µM (doses to about 46.1 µM), without a hit: at the top dose activation, usual class: activators; further: potency means the concentration at half of the fitted maximal effect; % of control where 0% means no effect; nearly all actives have a fitted effect of over 65% in size
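Reporter line AREc32 (ARE-Fluc), seeded overnight in OPTI-MEM with 5% FBS; compound pin-transferred, 24 hr at 37 deg C, 5% CO2; luminescent read-out.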
Nrf2 block = blocks Nrf2 signaling; hit rate 2.1% among 360,000; A549 ARE-Fluc reporter, luciferase luminescence, 18-24 h; Potency, µM (doses to about 46 µM), inactives show at the highest dose activity change, negative = inhibition, most hits filed as inhibitors; further: potency means the concentration at half of the fitted maximal effect; on the % scale 0 is the no-effect control and ±100 the full control effect; nearly all actives have a fitted effect of over 60% in size
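A549 ARE_Fluc cells, 5000/well, 5% FBS OPTI-MEM; compounds in dose-response, 18-24 h at 37 °C/5% CO2; CellTiter-Fluor viability read (Ex 405/Em 525), then BugLite luciferase luminescence = Nrf2 activity.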
Starred values were filed as active, the others as inactive; i = inactive; ? = inconclusive; nt = not tested or not shown; & = joins results of further samples. Unless noted, the call rests on the fitted dose curve; in most records, active means well fitted curve in the direction sought with a large enough effect; inconclusive means small, poorly fitted or top-dose-only effect, or another doubt; inactive means no such curve, though single readings can be large; an effect the other way counts as inactive or inconclusive.

Values in the order: pAkt inh	Mm-Cpn inhibitor	ATXN viability	A549 tox	TGFb SMAD3 inh	CCT chaperon mod	HepG2 viability	Nrf2 activator	Nrf2 block
- O=C(NC1CCCC1)c1ccccc1-c1nc2ccccc2[nH]1
→ i	1%	i	-5%	-9%	-1.0	4%	-0.1%	?
- Cc1nc2sc(C(c3ccco3)N3CCN(c4ccc(F)cc4)CC3)c(O)n2n1 (stereo unspecified)
→ i	-1%	?	-4%	5%	-0.6	-21%	0.4%	-5%
- CCOc1ccccc1CNc1ccc2cc(S(=O)(=O)N3CCC(C)CC3)ccc2n1
→ nt	nt	i	-13%	-1%	nt	-6%	0.6%	?
- COc1ccc(C(=S)N2CCN(c3ccccc3Cl)CC2)cc1OC
→ i	1%	i	-3%	1%	1.1	0%	-1.0%	-16%
- O=C(OCC(=O)N1CCc2ccccc21)C1CCCN1S(=O)(=O)c1ccc(Cl)cc1 (stereo unspecified)
→ i	1%	i	0%	-3%	-0.4	1%	-0.2%	8%
- O=Cc1cccn1-c1ccc2ccccc2c1
→ i	0%	i	-3%	1%	-3.7	5%	5.1%	17%
- O=C(CC12CC3CC(CC(C3)C1)C2)NCC(=O)OCc1cc(=O)oc2ccc3ccccc3c12
→ i	-1%	i	-6%	-10%	2.1	7%	0.6%	?
- Cn1c(=O)c2c(-c3ccccc3)n(-c3ccc(N)cc3)cc2n(C)c1=O
→ i	nt	i	nt	-18%	0.2	-14%	4.7%	nt
- CC(C)n1c(CSCc2ccc(Cl)cc2Cl)n[nH]c1=S
→ i	-5%	i	4%	?	1.2	-35%	6.9%	?
- O=S(=O)(Nc1ccc(C(O)(C(F)(F)F)C(F)(F)F)cc1)c1ccc(Cl)c2nonc12
→ i	nt	nt	nt	?	0.3	20µM*	-3.3%	nt
- CC1=C(c2ccc(F)cc2)[N+](=O)C(C)(C)N1[O-]
→ i	1%	i	3%	20%	0.3	-2%	-0.2%	?
- CCC(=O)N1CCc2cc(S(=O)(=O)CCC(=O)Nc3cc(Cl)ccc3OC)ccc21
→ nt	nt	i	0%	?	nt	-9%	11%	-8%
- O=C(O)/C=C/C(=O)NCCNc1ncc(C(F)(F)F)cc1Cl
→ i	3%	i	0%	19%	-1.8	1%	2.1%	-1%
- COc1cccc(C(=O)NCCS(=O)(=O)NCc2ccccn2)c1
→ i	1%	i	-5%	4%	-1.9	8%	0.0%	-15%
- CCOC(=O)N1CCN(C(=O)C2CCC(CNS(=O)(=O)c3ccc(Cl)cc3)CC2)CC1 (stereo unspecified)
→ i	2%	i	-7%	-2%	-3.5	1%	0.0%	-20%
- Cc1cccnc1C(NC(=O)C1CCN(Cc2ccccc2)CC1)c1ccc(F)cc1 (stereo unspecified)
→ i	nt	i	nt	4%	1.4	4%	-0.8%	nt
- CCOc1ccc(N(C(=O)/C=C/C(=O)Nc2cc(C)on2)C(C(=O)NC2CCCC2)c2ccccc2C)cc1 (stereo unspecified)
→ i	-3%	?	?	19%	-0.1	-5%	0.6%	?
- C/C(=N/NC(=O)c1ccccc1O)c1ccc(N2C(=O)C3CCCCC3C2=O)cc1 (stereo unspecified)
→ i	1%	i	-12%	-55%	0.3	-5%	0.2%	5%
- O=C1CCN(Cc2ccccc2)CCN1[C@H](CO)Cc1ccccc1
→ i	-3%	i	-7%	3%&-1%&-2%	-2.1	-5%&5%&-3%	-0.1%	-11%
- COc1ccc(C(=O)N2CCCC(CCC(=O)NCc3ccc(F)c(F)c3)C2)o1 (stereo unspecified)
→ i	-3%	i	4%	-7%	0.9	-1%	2.4%	?
- Cc1nn(CC(=O)N2CCN(c3ccccc3)CC2)c(=O)c2cccn12
→ i	1%	i	7%&-15%	-1%&27%	-1.1	-15%&0%	-0.4%&-0.8%	9%&29%
- CN1CCc2nc3ccc(Cl)cc3c(-c3ccccc3Cl)c2C1
→ i	-4%	i	5%	-2%	-1.0	-26%	-0.1%	4%
- CC1CCN(C(=O)COc2cccc3c2CCN(C)C3=O)CC1
→ i	-1%	i	-2%	2%	-8.0	9%	0.6%	?
- COc1ccc(CC(=O)Nc2ncc([N+](=O)[O-])s2)cc1OC
→ i	-2%	i	-2%	-11%	1.2	12%	-0.1%	37%
- O=S(=O)(c1ccc(N2CCOCC2)c(Cl)c1)N1CCOCC1
→ i	0%	i	3%	0%	0.3	2%	0.1%	11%
- COC(=O)C1=CN(CC2CCCO2)C=C(C(=O)OC)C1c1ccccc1C(F)(F)F (stereo unspecified)
→ i	0%	i	5%	0%	-0.1	1%	0.3%	11%
- Cc1nn(CC(=O)N(C)Cc2ccc(F)cc2)c(C)c1[N+](=O)[O-]
→ i	2%	i	0%	-2%	-2.3	11%	-0.4%	-4%
- CC(C)=NOc1nc(NC(=O)NS(=O)(=O)c2ccccc2Cl)nc(N(C)C)n1
→ i	nt	i	-2%	-4%	-5.9	5%	-0.4%	-8%
- Cc1cc(C)c2c(-n3cccc3)c(C(=O)NCCCN3CCCCC3)sc2n1
→ nt	nt	nt	4%	-10%	nt	-23%	5.6%	-6%
- COc1cc(NC(=O)CN(C)C2CCCCC2)c(C)cc1[N+](=O)[O-]
→ i	0%	i	-5%	5%	1.5	12%	0.1%	3%
- CCN(CC(=O)Nc1ccc2c(c1)OCCO2)C(=O)/C=C/c1cccc(C(F)(F)F)c1
→ i	-2%	?	-14%	?	0.4	-52%	2.0%	-17%
- Cc1ccc(-c2csc3nc4cc(C(N)=O)ccc4c(=O)n23)cc1
→ i	0%	i	-3%	10%	0.8	-12%	4.2%	-11%
- CCCNC(=O)c1ccccc1SCc1c(C)noc1C
→ i	0%	i	-2%	-12%	-2.0	-1%	-1.0%	-6%
- CCOCCCNC(=O)c1c[nH]c2ccc(S(=O)(=O)Nc3cccc(OC)c3)cc2c1=O
→ i	2%	i	10%	-9%	3.0	-7%	-0.4%	?
- O=S(=O)(NC(=NC1CCCCC1)c1ccccc1)c1ccc(F)cc1
→ i	0%	i	-8%	0%	0.9	0%	0.3%	15%
- Cc1nc2cc(C(=O)N3c4ccccc4CC3C)ccc2s1 (stereo unspecified)
→ i	-1%	i	-16%	0%	0.4	3%	0.5%	28%
- COc1ccc(CN(C)c2ccc(-c3nc(C)no3)cc2[N+](=O)[O-])cc1
→ nt	nt	?	2%	?	nt	-47%	3.9%	2%
- Cc1nc(NCCCN2CCOCC2)c2oc3ccccc3c2n1
→ i	-3%	i	-9%	-4%	-3.2	4%	2.5%	5%
- C/C=C/CSc1nc2c(c(=O)[nH]c(=O)n2C)n1Cc1ccc(C)cc1
→ i	3%	i	1%	3%	0.0	1%	-1.1%	?
- Nc1c(-c2ccccc2)cnn1-c1cccc(C(F)(F)F)c1
→ i	2%	i	3%	-17%	-2.3	-1%	3.4%	-6%
- Cc1nc2ccccc2c2c1C(=O)N(c1ccc(C(=O)O)cc1)C2=O
→ i	-1%	i	0%	0%	-1.0	0%	0.0%	0%
- O=[N+]([O-])c1cccc(S(=O)(=O)Nc2ccc(S(=O)(=O)N3CCCC3)cc2)c1
→ i	nt	i	-6%	0%	-1.0	-2%	0.4%	-16%
- O=C(Cc1c(F)cccc1Cl)Nc1ncc([N+](=O)[O-])s1
→ i	-1%	?	?	5%	0.1	13%	-0.6%	16µM*
- COCCn1c(C(C)C)nc2ccccc21
→ i	1%	i	2%	20%	2.3	26%	0.1%	5%
- COc1ccc(N2CSC3=C(C#N)C(c4cc(OC)ccc4OC)CC(=O)N3C2)c(OC)c1 (stereo unspecified)
→ i	0%	i	-12%	-6%	-1.1	2%	0.6%	?
- Cc1ccc(S(=O)(=O)Nc2nc3ccc(S(C)(=O)=O)cc3s2)cc1
→ i	0%	i	-4%	-1%	-3.2	-2%	0.3%	9%
- O=C(Nc1ccc(F)c(Cl)c1)C1CCN(C(=O)c2ccc(F)cc2)CC1
→ nt	nt	?	-6%	?	nt	-25%	6.3%	14%
- Cc1cc(C)n(CCC(=O)N/N=C/c2ccc(O)cc2O)n1
→ i	1%	i	-1%	-7%	-1.3	-49%	-1.9%	?
- O=C(C[C@H]1C[C@H](C(=O)N2CCCCC2)[C@@]2(CCc3ccccc3)c3[nH]c4cc(-c5ccco5)ccc4c3CCN2C1=O)NCCC1=CCCCC1
→ i	-2%	i	1%	-24%	-89*	2%	8.5%	-12%
- COc1cc(/C=C/C(=O)O)cc(S(=O)(=O)N2CCc3ccccc32)c1OC
→ i	-1%	i	-8%	7%	1.4	-13%	3.6%	-10%
- CCOC(=O)c1c(NC(=O)CSc2nnnn2-c2ccc3c(c2)OCO3)sc(C)c1C
→ i	-1%	i	-1%	2%	-1.0	10%	0.3%	5%
- COc1ccc(N2CCN(Cc3nc4c(c(=O)n(C)c(=O)n4C)n3C(C)C(C)=O)CC2)cc1 (stereo unspecified)
→ i	-3%	i	3%	-7%	1.9	-4%	0.2%	?
- CCN(CC)S(=O)(=O)c1ccc(/C=C/C(=O)OCC(=O)NCc2ccco2)cc1
→ i	1%	i	-8%	-11%	-3.3	-1%	-0.3%	-13%
- Cc1ccccc1OCC(=O)Nc1sc2c(c1C(=O)OC(C)C)CCCC2
→ nt	nt	i	0%	-10%	nt	-2%	-0.9%	nt
- CCOC(=O)c1cccc(NC(=O)c2ccc3c(c2)OCO3)c1
→ i	0%	i	3%	9%	1.2	-26%	1.9%	?
